# Rin1 Abl inh = inhibitors of Rin1-Abl protein binding, primary screen, biochemical, TR-FRET; AID 588664, 2011; inhibition, % at 7.35 µM; Tyrosine-protein kinase ABL1 (Homo sapiens) + Ras and Rab interactor 1 (Homo sapiens), …; 360,000 tested, 0.4% active; in the data active = inhibition above about 5%, passing the limit was not always enough
# Target sequence (P00519 whole entry, looked up): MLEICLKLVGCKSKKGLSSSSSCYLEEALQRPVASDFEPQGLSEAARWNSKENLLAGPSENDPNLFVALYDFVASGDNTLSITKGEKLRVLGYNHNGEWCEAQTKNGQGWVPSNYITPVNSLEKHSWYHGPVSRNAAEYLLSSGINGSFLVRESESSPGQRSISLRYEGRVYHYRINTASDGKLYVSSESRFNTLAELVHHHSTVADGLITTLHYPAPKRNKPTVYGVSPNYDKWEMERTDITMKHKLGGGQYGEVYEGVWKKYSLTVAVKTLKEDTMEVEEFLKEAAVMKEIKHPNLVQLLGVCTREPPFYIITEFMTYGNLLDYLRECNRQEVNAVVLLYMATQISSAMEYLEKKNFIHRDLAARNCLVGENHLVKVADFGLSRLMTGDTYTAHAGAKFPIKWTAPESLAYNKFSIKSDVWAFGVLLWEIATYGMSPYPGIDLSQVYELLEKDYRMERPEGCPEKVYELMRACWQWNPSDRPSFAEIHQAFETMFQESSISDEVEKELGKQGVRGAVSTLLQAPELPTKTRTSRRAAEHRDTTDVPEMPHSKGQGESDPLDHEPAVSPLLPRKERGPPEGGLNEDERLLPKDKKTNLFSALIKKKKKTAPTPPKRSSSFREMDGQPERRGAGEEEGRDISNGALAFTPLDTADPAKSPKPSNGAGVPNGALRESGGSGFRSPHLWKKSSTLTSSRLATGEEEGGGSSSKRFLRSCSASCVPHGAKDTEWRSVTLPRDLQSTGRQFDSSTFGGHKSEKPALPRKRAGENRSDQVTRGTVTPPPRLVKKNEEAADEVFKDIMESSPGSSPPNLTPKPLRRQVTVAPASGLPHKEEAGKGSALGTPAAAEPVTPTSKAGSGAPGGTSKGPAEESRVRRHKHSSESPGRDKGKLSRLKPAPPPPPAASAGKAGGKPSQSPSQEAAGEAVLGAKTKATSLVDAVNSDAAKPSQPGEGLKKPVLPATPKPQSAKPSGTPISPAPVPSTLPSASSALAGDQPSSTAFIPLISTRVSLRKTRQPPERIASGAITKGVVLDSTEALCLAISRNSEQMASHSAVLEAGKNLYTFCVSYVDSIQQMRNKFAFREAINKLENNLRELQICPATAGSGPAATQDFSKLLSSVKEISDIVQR
# Target sequence (Q13671 whole entry, looked up): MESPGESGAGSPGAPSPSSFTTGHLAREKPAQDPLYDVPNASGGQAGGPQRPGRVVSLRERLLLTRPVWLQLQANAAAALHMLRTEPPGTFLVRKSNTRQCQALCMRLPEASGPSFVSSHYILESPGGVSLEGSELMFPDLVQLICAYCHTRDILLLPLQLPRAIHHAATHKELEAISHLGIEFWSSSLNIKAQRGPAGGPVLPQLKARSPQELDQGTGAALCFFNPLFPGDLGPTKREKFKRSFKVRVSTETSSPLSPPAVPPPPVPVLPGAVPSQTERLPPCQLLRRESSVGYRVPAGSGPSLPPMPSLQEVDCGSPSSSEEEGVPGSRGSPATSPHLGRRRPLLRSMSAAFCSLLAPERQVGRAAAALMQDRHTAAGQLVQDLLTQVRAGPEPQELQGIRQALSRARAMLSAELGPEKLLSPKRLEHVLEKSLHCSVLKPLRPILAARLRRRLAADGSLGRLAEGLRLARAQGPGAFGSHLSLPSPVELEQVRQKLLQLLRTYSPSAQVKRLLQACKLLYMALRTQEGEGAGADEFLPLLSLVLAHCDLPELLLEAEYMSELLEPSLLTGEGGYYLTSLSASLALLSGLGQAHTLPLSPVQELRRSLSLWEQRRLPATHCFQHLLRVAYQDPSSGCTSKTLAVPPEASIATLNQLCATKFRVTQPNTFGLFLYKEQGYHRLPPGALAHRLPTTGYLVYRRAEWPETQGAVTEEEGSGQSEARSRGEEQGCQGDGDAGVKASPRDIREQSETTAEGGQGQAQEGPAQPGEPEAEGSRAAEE
# MsrA inh = bovine MsrA enzyme inhibitors, primary screen, biochemical, absorbance, HTS | purified bovine MsrA, absorbance read-out | inhibition, % at 15.5 µM | 360,000 tested, 0.75% active | AID 651718, 2012; in the data active = inhibition above about 4.5%;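 also: 0% = vehicle wells with enzyme and 100% = reference inhibitor wells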
# MLLE-PAM2 inh = inhibitors of PABP1 MLLE–PAM2 peptide binding, primary screen, biochemical, fluorescence polarization, FITC-PAM2, GST-MLLE. inhibition, % at 20 µM. 360,000 tested, 0.36% active. Polyadenylate-binding protein 1 (Homo sapiens), P11940; in the data active = inhibition above about 35%, passing the limit was not always enough;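 also: plate controls were DMSO wells with GST-MLLE for no effect and wells lacking GST-MLLE protein for full effect; some results filed as inactive read as strong as hits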
# Tb MetRS inh = T. brucei MetRS inhibitors, primary screen, biochemical, luminescence; purified T. brucei MetRS, ATP depletion, Kinase-Glo luminescence; 360,000 tested, 0.4% active; inhibition, % at 11.9 µM; methionyl-tRNA synthetase (Trypanosoma brucei brucei);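 active = inhibition above a per-plate cutoff of the control wells' mean inhibition plus 3 SD, cut at about 5.5% in these data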;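 also: 0% = DMSO wells median and 100% = median of wells with control inhibitor compound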
#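 Material – parasite MetRS enzyme · Medium – HEPES-MgCl2-KCl buffer plus DTT, spermine, BSA, pyrophosphatase · Reagent – ATP, methionine and E. coli bulk tRNA substrates · Times – 15 min enzyme-compound preincubation, 2 h reaction, 10 min detection, 25 °C · Measured by – luminescence of leftover ATP · Evaluation – percent inhibition relative to median high and low control wells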
# FAS-TE inh = FAS thioesterase domain inhibitors, primary screen, biochemical, fluorescence intensity, uHTS | inhibition, % at 15 µM | recombinant FAS-TE, OMFH fluorogenic substrate, fluorescence endpoint | AID 602261, 2012 | 360,000 tested, 0.67% active;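 active = compounds whose normalised, plate-corrected inhibition of enzyme fluorescence in the single-dose primary screen is 50% or more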;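 also: 0% = DMSO with enzyme and 100% = substrate without enzyme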
# CSN deneddyl inh = inhibitors of CSN-mediated cullin deneddylation, primary screen, biochemical, fluorescence polarization, uHTS. COP9 signalosome complex subunit 5 (Homo sapiens), Q92905. Purified CSN, SCF-Nedd8-OG deneddylation. inhibition, % at 12.5 µM. 360,000 tested, 0.38% active;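 active = pattern-corrected inhibition above about 35%, with an unprinted fluorescence ratio check between 0.5 and 1.5, limit read from the data, passing the limit was not always enough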;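 also: 0% = enzyme with substrate and 100% = substrate without enzyme; some results filed as inactive read as strong as hits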
#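 Detection – fluorescence polarization · System – HEK293T-derived human Csn5 enzyme · Controls – substrate-only high control, full reaction low control · Timing – 90 min, room temperature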
# Neddyl block = inhibitors of cullin neddylation, primary screen, biochemical, TR-FRET, uHTS, NAE and Ubc12 | NEDD8-conjugating enzyme Ubc12 (Homo sapiens) + NEDD8-activating enzyme E1 regulatory … | calls only at 25 µM | 360,000 tested, 0.58% active | AID 651699, 2012; in the data active = inhibition above about 36%
# eLon inh = inhibitors of E. coli Lon protease, primary screen, biochemical, fluorescence polarization; purified E. coli Lon protease; P0A9M0; 360,000 tested, 0.42% active; inhibition, % at 7.94 µM; AID 602123, 2011; in the data active = inhibition above about 13%, passing the limit was not always enough;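 also: 0% = enzyme with probe and DMSO and 100% = no enzyme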
# MsrA act = bovine MsrA enzyme activators, primary screen, biochemical, absorbance, HTS; Methionine sulfoxide reductase A (Bos taurus); purified bovine MsrA, absorbance read-out; activation, % at 10.6 µM; 360,000 tested, 0.3% active; in the data active = activation above about 7.5%;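 also: 0% = vehicle and 100% = reference activator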
# Starred values were filed as active, the others as inactive; i = inactive; · = not tested or not shown.
Compound,eLon inh,Rin1 Abl inh,Neddyl block,MsrA inh,MLLE-PAM2 inh,CSN deneddyl inh,MsrA act,FAS-TE inh,Tb MetRS inh
CCO[C@@H]1OC(C(=O)Nc2ccccc2)=C[C@H](c2ccccc2)[C@H]1CCCO,-10,-1,i,0.5,5,-4,-3,0,-0.2
CCCCCOC(=O)C1=C(C)NC(=O)NC1c1ccc([N+](=O)[O-])cc1 (configuration not stated),7,-1,i,1.2,15,7,-12,58*,0.0
Cc1ccc(S(=O)(=O)N2CCN(C)CC2)c(C)c1,1,-2,i,-0.1,-16,-2,-1,-5,0.6
CC(C)n1nnnc1C1c2ccccc2C(=O)N1CCc1c[nH]c2ccccc12 (configuration not stated),-6,·,i,1.1,·,1,-3,-8,-0.8
COc1cc(/C=C2/C(=O)N(c3ccc(Br)cc3)N=C2C)cc(OC)c1OC,-5,15*,i,·,6,2,0,0,3.2
CCCNC(=O)c1cc2c(c(-c3cccc(-c4ccccc4F)c3)n1)[C@@H](CCO)N(C(=O)CC1CC1)C2,1,·,i,-0.7,·,0,-2,-2,-0.9
Cc1cc2oc(=O)cc(CN3CCN(Cc4ccccc4)CC3)c2cc1Cl,21*,1,i,0.4,-5,1,-4,33,0.0
O=C(c1ccccc1)N1CCN(C(=O)c2ccc3c(c2)OCCO3)CC1,2,1,i,-0.4,-19,3,-2,-4,-0.4
CCSc1nc2n(n1)C(c1cccc(F)c1)C1=C(CCCC1=O)N2 (configuration not stated),-9,1,i,0.7,-9,6,-3,-6,0.3
CCN(CC)c1ccc(C=Nc2cccnc2Cl)c(O)c1,16*,-2,i,5.5*,34,1,-5,-2,-1.1
CCOC(=O)c1nnc(-c2ccccc2)o1,-5,5,i,2.3,4,0,-7,-8,-1.6
CCn1ncc(N(C)N)c(Cl)c1=O,-6,1,i,0.1,-8,-7,0,-1,-0.5
O=c1[nH]cn[nH]1,0,0,i,-1.4,2,-1,-1,0,-1.2
Cc1ccc(NC(=O)CN(C)C(=O)CNC(=O)c2ccc3c(c2)OCO3)cc1,7,2,i,0.4,2,3,-3,-5,-0.3
Nc1ccccc1Nc1cc(-c2ccccc2)[nH]n1,-76,2,i,-1.2,-46,10,-6,0,5.8*
CC(C)(CO)Nc1nc(Cl)nc(NC2CCCCC2)n1,1,1,i,-0.1,-4,2,-2,-3,0.4
Cc1ccc(N2CC(C(=O)Nc3ccccc3N3CCCC3)CC2=O)cc1 (configuration not stated),-5,-1,i,0.4,7,-4,-4,2,-0.3
COCCNC(=O)[C@@H]1CCCN1C(=O)C1CCN(S(=O)(=O)c2ccc(C)cc2)CC1,8,2,i,-0.1,-5,-5,-3,-1,0.2
COc1ccc(OCC(=O)N2CCN(C(=O)COc3ccc(Br)cc3)CC2)cc1,1,-5,i,-0.8,-2,0,0,-2,0.2
CCOc1ccc(C(Nc2ccc(C)cc2)P2(=O)OCCC(C)O2)cc1 (configuration not stated),3,2,i,-1.0,15,-2,-1,-9,-0.1
Cc1ccc(N2C(N)=C(C#N)C(c3cccs3)C3=C2CC(C)(C)CC3=O)cc1 (configuration not stated),-9,-4,i,1.1,5,6,-4,12,-0.3
COC(=O)c1ccc(C2C(C(C)=O)=C(C)Nc3ncnn32)cc1 (configuration not stated),-11,-1,i,2.6,5,0,-8,-8,-0.7
COc1ccc(-c2ccc(CN3C(C)C(=O)N(Cc4cn(CCC5OCCO5)nn4)CCS3(=O)=O)cc2)cc1 (configuration not stated),2,0,i,1.8,-14,10,-3,6,-0.6
C=CCn1c(O)c(C2=c3ccccc3=NC2=O)s/c1=N/c1nccs1,8,-2,i,0.3,-14,3,0,1,-0.4

# Ten neighbouring entries out of the list so far, quoted:
Compound,eLon inh,Rin1 Abl inh,Neddyl block,MsrA inh,MLLE-PAM2 inh,CSN deneddyl inh,MsrA act,FAS-TE inh,Tb MetRS inh
CCO[C@@H]1OC(C(=O)Nc2ccccc2)=C[C@H](c2ccccc2)[C@H]1CCCO,-10,-1,i,0.5,5,-4,-3,0,-0.2
CCCCCOC(=O)C1=C(C)NC(=O)NC1c1ccc([N+](=O)[O-])cc1 (configuration not stated),7,-1,i,1.2,15,7,-12,58*,0.0
Cc1ccc(S(=O)(=O)N2CCN(C)CC2)c(C)c1,1,-2,i,-0.1,-16,-2,-1,-5,0.6
CC(C)n1nnnc1C1c2ccccc2C(=O)N1CCc1c[nH]c2ccccc12 (configuration not stated),-6,·,i,1.1,·,1,-3,-8,-0.8
COc1cc(/C=C2/C(=O)N(c3ccc(Br)cc3)N=C2C)cc(OC)c1OC,-5,15*,i,·,6,2,0,0,3.2
CCCNC(=O)c1cc2c(c(-c3cccc(-c4ccccc4F)c3)n1)[C@@H](CCO)N(C(=O)CC1CC1)C2,1,·,i,-0.7,·,0,-2,-2,-0.9
Cc1cc2oc(=O)cc(CN3CCN(Cc4ccccc4)CC3)c2cc1Cl,21*,1,i,0.4,-5,1,-4,33,0.0
O=C(c1ccccc1)N1CCN(C(=O)c2ccc3c(c2)OCCO3)CC1,2,1,i,-0.4,-19,3,-2,-4,-0.4
CCSc1nc2n(n1)C(c1cccc(F)c1)C1=C(CCCC1=O)N2 (configuration not stated),-9,1,i,0.7,-9,6,-3,-6,0.3
CCN(CC)c1ccc(C=Nc2cccnc2Cl)c(O)c1,16*,-2,i,5.5*,34,1,-5,-2,-1.1

# Continued:
Compound,eLon inh,Rin1 Abl inh,Neddyl block,MsrA inh,MLLE-PAM2 inh,CSN deneddyl inh,MsrA act,FAS-TE inh,Tb MetRS inh
CCOC(=O)C1CCN(C(=O)COc2ccc(Cl)cc2C)CC1,-7,-4,i,-0.3,4,-3,-4,3,-0.9
N#Cc1c(NC(=O)c2cc([N+](=O)[O-])ccc2N2CCOCC2)sc2c1CCCC2,-3,-1,i,1.7,5,4,-5,26,-0.2
CN(C(=S)Nc1ccccc1)c1ccccc1,-5,4,i,-0.8,33,-6,-2,-5,-0.1
COc1ccccc1C(=O)Nc1nc(C)cc(C)n1,1,-4,i,-0.7,6,-1,0,-5,-0.3
O=C(/C=C/Nc1ccccc1C(F)(F)F)c1ccco1,-3,8,i,1.9,9,106,-2,7,0.8
Cc1cc(NC(=O)C(C)SCC(=O)O)no1 (configuration not stated),-6,-2,i,0.1,2,-4,-7,-3,0.0
CC1(c2nnnn2-c2ccc3c(c2)OCCO3)CCC(=O)N1CC(F)(F)F (configuration not stated),3,·,i,-0.1,·,-3,-3,-13,0.0
COc1ccc(-c2oc3ccccc3c2C#Cc2cncn2C)cc1,7,1,·,0.3,-3,-2,-6,19,-0.3
COc1ccccc1-c1c(C)nn2c(N3CCN(Cc4ccccc4)CC3)cc(C)nc12,1,0,·,0.0,-3,6,-5,-81,-0.3
S=c1nc(C2CCCCC2)[nH]c2ccccc12,-4,-14,i,2.6,-3,0,-5,-6,0.1
O=C(CN(C(=O)CCC(=O)Nc1ccccn1)c1ccc(F)cc1)NCc1ccc(F)cc1,-11,4,i,-1.0,1,5,-1,-2,-0.5
CC1CCCCN1C(=O)CSc1nnc(-c2cccnc2)n1C1CCCCC1 (configuration not stated),5,3,i,1.8,5,-1,-9,-6,-0.2
Cc1c(C(=O)OCC(=O)N2CC(C)CC(C)C2)oc2ccccc12 (configuration not stated),-7,-1,i,1.1,-5,-1,-2,15,-0.2
CN(C)CCN(CC1CCCN(Cc2ccccc2F)C1)C(=O)c1ccc(Cl)cc1 (configuration not stated),1,-1,i,0.4,-2,-2,-1,0,0.1
COC(=O)c1ccc(OCCN2C3=NCCN3c3ccccc32)cc1,-6,4,i,2.6,9,-4,0,-4,-0.3
Cc1cccc(CN2CCCC(C(=O)Nc3ccccc3Oc3cccnc3)C2)c1 (configuration not stated),-1,-1,i,0.2,3,-2,-5,1,-0.5
CCCc1cc(=O)[nH]c(SC(C)C(=O)N2c3ccccc3CC2C)n1 (configuration not stated),10,2,i,-0.2,15,-4,0,-5,0.5
CC(=O)N(C)c1ccc(N=Nc2ccc3ncccc3c2)cc1,0,-8,i,5.3*,5,1,-3,-7,-0.1
CC(Nc1cc(=O)n(C)c(=O)n1C)c1ccccc1 (configuration not stated),-2,-2,i,0.1,-5,3,-5,-4,-0.7
C#CC(C)(CC)NC(=O)Cn1nnc(-c2ccc(S(C)(=O)=O)cc2)n1 (configuration not stated),-17,1,i,1.0,2,-4,-3,-4,-0.5
O=C(O)CCN(Cc1ccccc1)S(=O)(=O)c1c(Cl)cccc1Cl,0,0,i,0.0,14,-3,-5,-3,-0.5
CCCNC(=O)C1(C)CCN1C(=O)c1ccc(C(C)(C)C)cc1 (configuration not stated),-2,0,i,-0.1,-8,2,-5,-8,-0.3
COc1ccc(CCNC(=O)C/C(C)=N/NC(=O)c2ccc([N+](=O)[O-])cc2Cl)cc1OC,-5,-3,i,-0.1,8,-3,0,0,-0.2
COc1ccc(-n2nc3c(N)n[nH]c3cc2=O)cc1,3,-6,i,2.4,1,-1,-12,-14,-0.7
CN(CCc1ccccc1)C(c1cc2ccccc2o1)c1nnnn1C(C)(C)C (configuration not stated),8,·,i,-0.6,·,-2,-1,24,-0.9
CC1(C(=O)NCc2ccccc2)CSCC(=O)N1Cc1cccc(C(F)(F)F)c1 (configuration not stated),·,·,i,-1.0,·,0,·,·,0.2
CCCc1cc(=O)[nH]c(SCC(=O)N2N=C(c3ccc(Cl)cc3)CC2c2ccco2)n1 (configuration not stated),-19,-2,i,0.7,-12,16,-1,20,1.2
NC(=O)c1ccc(NC(=O)COC(=O)C2CC3C=CC2C3)cc1 (configuration not stated),16,-1,i,0.2,3,0,-6,-9,-0.3
CCOC(=O)c1c(C)n(C)c2cc(-c3ccc(F)cc3)c(O)cc12,-8,-1,i,-0.2,3,-3,-4,-5,0.3
Cc1ccc(-c2cc(C(=O)Nc3cc(C(=O)O)ccc3C)c3ccccc3n2)cc1,-3,-1,i,1.0,-10,1,-4,-4,-0.4
Nc1ccccc1-c1n[nH]c(=S)s1,-7,-7,·,·,-10,3,5,-8,-0.7
Cn1nc(CC(=O)Nc2ccc3c(c2)OCCO3)c2ccccc2c1=O,4,-2,i,2.4,5,4,-3,-5,-0.6
CS(=O)(=O)N(CC(=O)N1CCC(C(N)=O)CC1)c1ccc(Cl)c(C(F)(F)F)c1,-4,0,i,-0.3,-6,-12,-1,-10,-0.9
N=C1CCCN1CC(=O)c1cccs1,-7,3,i,-0.5,4,-4,-10,-7,-0.2
CCOC(=O)c1cc(-c2csc(-c3ccc(C(C)(C)C)cc3)n2)on1,-8,0,i,-1.0,-7,10,-4,31,-0.1
